# Screens: PubChem, National Center for Advancing Translational Sciences (NCATS)
# FLuc counter: qHTS profiling assay for firefly luciferase inhibitor/activator using purifed enzyme and Km concentrations of substrates (counterscreen for miR-21 project); Luciferin 4-monooxygenase (Photinus pyralis), P08659; purified FLuc, Km substrates, luminescence inhibition; Potency, µM (series often up to 57.5 µM), for inactives: at the highest dose activity change, negative = inhibition, usual class: inhibitors; 6.9% of 360,000 active; AID 588342, 2011; active = well fitted inhibition curve with a large enough effect; inconclusive = small, poorly fitted or top-dose-only effect;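 also: plate controls were vehicle for no effect and reference inhibitor for full effect; nearly all actives have a fitted effect of over 55% in size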
# Target sequence (P08659 whole entry, looked up): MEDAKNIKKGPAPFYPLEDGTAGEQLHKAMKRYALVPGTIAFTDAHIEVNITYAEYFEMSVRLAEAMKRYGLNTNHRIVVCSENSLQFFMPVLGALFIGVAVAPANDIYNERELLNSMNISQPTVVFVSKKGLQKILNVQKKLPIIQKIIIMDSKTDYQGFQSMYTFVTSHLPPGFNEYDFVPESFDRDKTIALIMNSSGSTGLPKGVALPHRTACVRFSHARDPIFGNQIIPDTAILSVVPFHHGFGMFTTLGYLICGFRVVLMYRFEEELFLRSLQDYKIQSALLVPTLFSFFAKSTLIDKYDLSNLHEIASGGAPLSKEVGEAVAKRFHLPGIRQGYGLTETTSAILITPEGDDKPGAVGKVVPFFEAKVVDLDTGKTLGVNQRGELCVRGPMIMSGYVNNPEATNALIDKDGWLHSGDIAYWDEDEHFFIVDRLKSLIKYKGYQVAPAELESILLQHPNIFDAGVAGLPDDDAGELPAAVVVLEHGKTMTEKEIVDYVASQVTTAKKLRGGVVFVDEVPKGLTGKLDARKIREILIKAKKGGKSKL
#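 Biochemical qHTS of compounds, final roughly 60 µM downward over six points, against 10 nM purified firefly luciferase using Km concentrations of substrates (10 uM D-luciferin, 10 uM ATP) in Tris acetate pH 7.5 buffer; luminescence output.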
# * = called active by the depositor; u = inconclusive. Potency is read from the fitted curve at half-maximal effect. Only part of the results is shown; the hit share may differ from the screen's.
compound | FLuc counter
Cc1ccc(C(=O)Nc2ccc3oc(-c4cccnc4)nc3c2)c(Cl)c1 | u
Cc1cccn2c(=O)c3cc(C#N)c(=O)n(-c4nnc(SCc5ccc(Cl)cc5)s4)c3nc12 | 1%
COc1cc2c(=O)n(CCC(=O)NCC3CCCO3)c(=O)n(CC(=O)Nc3c(C)cccc3C)c2cc1OC (stereo not drawn) | 1%
CCCCNc1nc2c(S(=O)(=O)c3ccc(C)c(C)c3)nnn2c2ccsc12 | -1%
CCOc1ccc(NC(=O)c2cc(S(=O)(=O)N3CCN(c4ccccc4F)CC3)ccc2F)cc1 | -2%
Cc1nc2ccn(Cc3cccs3)c(=O)c2cc1C(=O)Nc1ccccc1 | -3%
CCn1c2ccccc2c2cc(CN3CCN(Cc4cc(OC)c(O)c(OC)c4)CC3)ccc21 | -2%
COc1cc(OC)c(NC(=O)CCCn2nc(C)c3c(C)n(-c4ccccc4)nc3c2=O)cc1Cl | 0%
CCCCn1c(SCC(=O)Nc2cccc(OC)c2)nc2ccsc2c1=O | -13%
COc1ccccc1NC(=O)C(Cc1ccccc1)NS(=O)(=O)c1cccc2nsnc12 (stereo not drawn) | -12%
Cc1ccc(CNC(=O)Cn2c(=O)n(-c3ccc(Cl)cc3)c(=O)c3c(C)c(C)sc32)cc1 | 1%
COc1ccc(NC(=O)CSc2nc(-c3ccccc3)c3ccccc3n2)cc1 | -3%
C#CCn1c(/C=C/c2ccc(Cl)cc2)nc2ccccc21 | 0.19µM*
COc1ccc(C2C(=O)N(C3CCCCCC3)CC(=O)N2CCc2ccc(OC)c(OC)c2)cc1 (stereo not drawn) | -1%
CCOc1ccc(Nc2c(S(=O)(=O)c3ccc(C)cc3)cnc3ccccc23)cc1 | -9%

# Molecules listed so far containing a thiophene ring, fused or not (4):
compound | FLuc counter
CCCCNc1nc2c(S(=O)(=O)c3ccc(C)c(C)c3)nnn2c2ccsc12 | -1%
Cc1nc2ccn(Cc3cccs3)c(=O)c2cc1C(=O)Nc1ccccc1 | -3%
CCCCn1c(SCC(=O)Nc2cccc(OC)c2)nc2ccsc2c1=O | -13%
Cc1ccc(CNC(=O)Cn2c(=O)n(-c3ccc(Cl)cc3)c(=O)c3c(C)c(C)sc32)cc1 | 1%

# Other results:
compound | FLuc counter
CCOC(=O)CCc1c(C)c2cc3c(c(C)c2oc1=O)OCN(CCc1ccccc1OC)C3 | -7%
O=c1c(S(=O)(=O)c2ccccc2)cn(Cc2ccc(F)cc2)c2cc(N3CCCCC3)c(F)cc12 | -2%
Cc1oc2ccc(O)c(CN3CCN(C)CC3)c2c1C(=O)Nc1ccccc1 | -3%
Clc1ccc(CCNC(c2ccc(Cl)cc2)c2nnc(-c3ccccc3)o2)cc1 (stereo not drawn) | u
O=S(=O)(NCCc1nnc2ccc(SCc3ccc(Cl)cc3Cl)nn12)c1ccccc1 | -4%
CCOc1ccc(Nc2nn(-c3ccc(OC(F)(F)F)cc3)nc2C(C)=O)cc1 | -1%
CCN(CC)c1nn2c(=O)c(C(=O)NCCc3ccccc3C)cnc2s1 | -13%
Cc1cc(C)c(NC(=O)c2cc(S(=O)(=O)NCCC3=CCCCC3)ccc2F)c(C)c1 | -4%
Cc1ccc(-c2nnc(Nc3ccccc3)c3ccccc23)cc1S(=O)(=O)N1CCN(C)CC1 | -8%
Cc1ccc(CNC(=O)CSc2nc3ccsc3c(=O)n2Cc2ccccc2F)cc1 | 0%
COc1ccc(C(=O)CN2CCN(S(=O)(=O)c3ccc(F)cc3)CC2)cc1 | -3%
COc1ccc(-c2c3c(=O)n(C)c(=O)n(C)c3c3n2-c2ccccc2NC3c2ccc(O)cc2O)cc1 (stereo not drawn) | -7%
COC(=O)c1c(NC(=O)C2c3ccccc3Oc3ccccc32)sc2c1CCC(C)C2 (stereo not drawn) | -6%
COC(=O)CN1C(=O)C(O)(c2c(C)[nH]c3ccccc23)c2ccccc21 (stereo not drawn) | 0%
CCSc1nnc(NC(=O)c2cc(=O)c3cc(C)c(C)cc3o2)s1 | u
CCN(CC)c1ccc2nc3c(=O)n(C)c(=O)n(C)c3nc2c1 | -20%
CCCn1c2ccccc2c2cnn(CC(=O)N(Cc3ccccc3)C(C)C)c(=O)c21 | -10%
Cc1cccc(-c2nc3ccccc3n2Cc2ccccc2)c1 | u
COc1ccccc1Nc1nc(-c2ccccc2F)nc2ccccc12 | -8%
CN(C)c1ccc(NC(=O)Cn2c(SCc3ccc(F)cc3)nc3cccnc32)cc1 | -5%
CCOC(=O)c1ccc2c(c1)sc1nc(-c3ccc(OCC)cc3)cn12 | u
CCOc1ccc(NC(=O)c2nn(C)c3c2COc2ccccc2-3)cc1 | -15%
Cc1cccc(C)c1NC(=O)NCCc1c[nH]c2ccccc12 | -5%
Cc1nc(-c2ccc(C)c(S(=O)(=O)N3CCC(C(=O)Nc4ccc(Cl)cc4)CC3)c2)no1 | -7%
Cc1cc(C)c(CN2C(=O)c3ccccc3S(=O)(=O)c3ccc(C(=O)OCC4CCCO4)cc32)c(C)c1 (stereo not drawn) | -2%
Cc1nc2nc(SCC(=O)Nc3cccc(Cl)c3)nn2c(C)c1Cc1ccccc1 | 0%
Cc1ccc(OCC(=O)N(Cc2ccc(Cl)cc2)Cc2ccco2)cc1C | -19%
CCOC(=O)c1ccccc1NC(=O)CSc1nc(=O)[nH]c2c1CCCC2 | 5%
COc1ccc(N2CC(NC(=O)c3ccc(S(=O)(=O)N4CCOCC4)cc3)CC2=O)cc1 (stereo not drawn) | -4%
COc1ccc(CNC(=O)c2cc(-c3ccc(OC)c(OC)c3)nc3n[nH]c(-c4ccc(C)cc4)c23)cc1 | -4%
CC1CCCCN1CC(=O)N1CCCc2c1c(=O)oc1ccc(OCc3ccccc3)cc21 (stereo not drawn) | -2%
COc1ccc2nc(N3CCN(C(=O)c4ccco4)CC3)sc2c1 | 27µM*
O=C(NC1CCCCC1)c1ccc2c(c1)sc1nc(-c3ccccc3)cn12 | -11%
CCc1ccc(N2CCn3c2nc2c3c(=O)n(CCc3ccccc3)c(=O)n2C)cc1 | -6%
CCOC(=O)c1ccc(NC(=O)c2ccc3c(c2)c(C)c(C)n3Cc2ccc(F)cc2)cc1 | -1%
Cc1ccc(NC(=O)CSc2nnc3nc(C)cc(C)n23)cc1 | -5%
O=C1CC(c2ccccc2)Cc2[nH]c(=O)c(C(=O)Nc3cccc(F)c3)cc21 (stereo not drawn) | -1%
COc1ccc(C2c3c(oc4cc(C)cc(C)c4c3=O)C(=O)N2Cc2ccco2)cc1OC (stereo not drawn) | -1%
O=C(NCc1cccs1)C1CCN(C(=O)N2CCOc3ccccc32)CC1 | -7%
O=C(CC1N=C2c3ccccc3N=C(SCc3cccc(Cl)c3)N2C1=O)NCCc1ccccc1 (stereo not drawn) | -11%
Cc1cc(Br)cc2c1N(Cc1ccccc1OC(C)C)C(=O)C2=O | u
COC(=O)c1cc2oc3ccccc3c2n1CC(=O)Nc1ccc(C)cc1C | -8%
Cc1ccc(-c2nc(NC(=O)CSc3nc(C)nc4sc5c(c34)CCCC5)ns2)cc1 | -3%
CCOc1ccccc1NC(=O)CSc1nc2c(c(=O)[nH]1)CCC2 | -9%
CCc1ccc(NC(=O)N2CCN(c3nnc(C)c4c(C)n(-c5ccc(Cl)cc5)nc34)CC2)cc1 | u

# Later entries
mol,FLuc counter
COc1cc(OC)c(NC(=O)c2sc3nc4n(c(=O)c3c2C)CCCC4)cc1Cl,u
Cc1ccc(NC(=O)CN2C(=O)CSc3ccc(S(=O)(=O)N4CCCC4)cc32)c(C)c1,-9%
COc1cc(/C=C(\C#N)c2nc3ccc(C)cc3[nH]2)ccc1OCc1ccc(C)cc1,0%
CCc1nn(CC(=O)NCc2cccc(OC)c2)c(=O)c2cc3cc(F)ccc3n12,0%
COc1ccccc1N1CCN(CCCNC(=O)c2cnn(-c3ccc(C)c(C)c3)c2C2CCN(C(=O)OC(C)(C)C)CC2)CC1,-10%
Cc1ccccc1C(=O)N(Cc1ccc(N(C)C)cc1)CC1CCCO1 (stereo not drawn),1%
COc1cccc(C2c3c(oc4ccc(C)cc4c3=O)C(=O)N2CCCN2CCOCC2)c1OC (stereo not drawn),-1%
Cc1cccc(/C=C(\C#N)c2nc3ccccc3c(=O)[nH]2)c1,1%
COC(=O)c1cc(NC(=O)Cn2nc(-c3ccc(C)c(C)c3)ccc2=O)cc(C(=O)OC)c1,-1%
Cc1cn2c(=O)c(S(=O)(=O)NC(C)c3ccccc3)c(C)nc2s1 (stereo not drawn),-2%
Cc1ccc(NC(=O)c2cc(S(=O)(=O)N3CCCc4ccccc43)ccc2F)cc1F,-1%
CC(=O)c1cccc(NC(=O)CCCN2C(=O)COc3ccc(C)cc32)c1,2%
NC(=O)C1(N2CCCCC2)CCN(C(=O)Nc2ccc(F)cc2)CC1,-1%
CCCn1c(=N)c(C(=O)NCc2ccccc2)cc2c(=O)n3cccc(C)c3nc21,-1%
COc1ccc(OC)c(CCNC(=O)CCCn2c(=O)c3cccn3c3ccccc32)c1,5%
CCCCN(C)CCCNC(=O)c1cc(=O)[nH]c2ccc(S(=O)(=O)N3CCCCC3)cc12,-3%

# Exported with each value named: entries from further up.
Structure: CC(=O)c1cccc(NC(=O)CCCN2C(=O)COc3ccc(C)cc32)c1
  FLuc counter: 2%

Structure: Cc1cn2c(=O)c(S(=O)(=O)NC(C)c3ccccc3)c(C)nc2s1 (stereo not drawn)
  FLuc counter: -2%

Structure: CCCCN(C)CCCNC(=O)c1cc(=O)[nH]c2ccc(S(=O)(=O)N3CCCCC3)cc12
  FLuc counter: -3%

# Further records follow.
mol,FLuc counter
Cc1ccc(CN2CCC(CNC(=O)c3cnn(-c4ccccc4Cl)c3C3CCN(C(=O)OC(C)(C)C)CC3)CC2)cc1,-4%
COc1ccc(NC(=O)CSc2nncn3c2cc2oc(C)cc23)cc1OC,-6%
COc1ccc(OC)c(NC(=O)c2cn3c4c(ccc(Cl)c4c2=O)OC(C)C3)c1 (stereo not drawn),4%
CCN1CCN(c2ncnc3c2cnn3-c2ccc(F)cc2)CC1,u
CCCn1c(=NC(=O)c2cc3ccccc3o2)c(C(=O)OCC)cc2c(=O)n3ccccc3nc21,0%
Cc1cccc(Cn2c(SCc3ccc(C(=O)NCc4cccs4)cc3)nc3ccncc32)c1,-7%
COc1ccc(CCNC(=O)CCN2N=C(c3ccccc3)CCC2=O)cc1OC,-4%
COc1ccc(Nc2ncnc3c2cnn3-c2cc(Cl)ccc2C)cc1OC,0%
COc1ccc(Cl)cc1NC(=O)c1c(NCc2ccc(C)o2)sc2c1CCCC2,-18%
O=C(CSc1nnc(-c2ccc(Cl)cc2)c(-c2ccc(Cl)cc2)n1)NC1CCCC1,1%
O=C(CSc1ncc2c(n1)-c1ccccc1N(Cc1ccc(Cl)cc1)S2(=O)=O)c1ccccc1,7%
COc1ccc(C)cc1NC(=O)N(Cc1ccc(C)o1)C1CCN(C(C)=O)CC1,-1%
CCOc1ccc(-c2cc3nc(C4CCN(C(=O)OC(C)(C)C)CC4)c(C(=O)Nc4ccc(C)cc4Cl)cn3n2)cc1,4%
CC(=O)Nc1ccccc1-c1nc2ccccc2n(C(C)C(=O)Nc2cccc(C)c2C)c1=O (stereo not drawn),-4%
Cc1ccc(-c2nnc(Nc3cccc(Cl)c3)c3ccccc23)cc1S(=O)(=O)N1CCOCC1,4%
Cc1cc(-c2ccccc2)nc2cc(C(=O)Nc3ccc(Cl)c(Cl)c3)nn12,3%
COc1ccccc1NC(=O)CSc1nnc2c(n1)[nH]c1ccccc12,-3%
COc1ccc(NC(=O)CSC2=Nc3ccccc3C3=NC(CCC(=O)NC4CCCCC4)C(=O)N23)cc1Cl (stereo not drawn),4%
CCc1nc(C)cn1S(=O)(=O)c1ccc(Cl)c(Cl)c1OC,-2%
COC(=O)c1sccc1S(=O)(=O)N(CC(=O)NCc1ccccc1)c1ccc(C)c(C)c1,-4%
COc1cc(OC)c(NS(=O)(=O)c2c(C(=O)N3CCCCCC3)c(C)n(C)c2C)cc1Cl,-8%
O=C(Cc1ccccc1)Nc1c(C(=O)c2ccccc2)oc2ccccc12,-1%
COc1ccc(CC(=O)NCc2ccc3c(c2)CCN3C(C)=O)cc1,4%
CCCCCc1ccc(-c2ccc(Br)cc2)nc1,2.1µM*
CCOC(=O)c1ccc(NC(=O)/C(C#N)=C/c2ccc(OC)cc2)cc1,-1%
N#Cc1c(C(F)(F)F)cc(-c2cccs2)nc1SCC(=O)Nc1cccc(Br)c1,2%
COc1ccc(NC(=O)CC2C(=O)N(c3ccc(C)cc3)C(=O)N2C2CCCC2)cc1 (stereo not drawn),-2%
Cc1ccc(-c2noc(-c3nnn(CC(=O)Nc4ccc(C)cc4Cl)c3N)n2)cc1,3%
CCc1ccc(CNC(=O)Cn2nc(C)c3c(C)n(-c4ccc(C)cc4)nc3c2=O)cc1,-2%
Cc1ccc(NC(=O)CCCn2c(=O)c3cccn3c3ccccc32)cc1Cl,u
Cn1c2ccccc2c2c(C(=O)N3CCN(c4cccc(C(F)(F)F)c4)CC3)cn(C3CCCCC3)c(=O)c21,-1%
Fc1cc(Br)ccc1Nc1c2c(nc3nc(-c4cccs4)nn13)CCCC2,-17%
CCOc1ccc(S(=O)(=O)Nc2ccc3c(c2)CCCN3C(=O)c2cccs2)cc1,u
Cc1cc(C)c2oc(-c3cccc(NC(=O)c4cc5ccccc5o4)c3)nc2c1,u
CC(C)Oc1ccc(C(=O)N2CCCCC2CCN2CCCCC2)cc1 (stereo not drawn),-6%
Cc1ccc(-n2c(=O)c3c(C)c(C)sc3n(Cc3ccc(F)cc3Cl)c2=O)cc1C,2%
